# Source: PubChem
# influenza NS1A – H1N1 influenza NS1A inhibitors, functional cell based assay (AID 504329). NS1A functional cell-based assay, percent inhibition; higher % means a stronger effect. inhibition, % at 12.5 µM; hits with a dose series show IC50 in µM. 340,000 compounds, 0.3% hits; in the data active means a potency from the dose series; inconclusive means inhibition above about 27% without an active follow-up result; further: strong numbers were not always called active
# M. tuberculosis – growth inhibition of non-replicating M. tuberculosis (AID 488890); Mycobacterium tuberculosis non-replicating, growth inhibition; higher % means a stronger effect; inhibition, % at 25 µM, or IC50 in µM where a hit was titrated; 320,000 compounds, 0.39% hits; in the data active means a potency from the dose series; inconclusive means inhibition mostly from about 82% at the one dose, without a potency; inactive means the rest, 99 in 100 with inhibition below about 76%;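 further: plate controls were DMSO cells for no effect and high antibiotic wells for full effect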
# M. tuberculosis HTS – M. tuberculosis growth inhibition, HTS (AID 449762); M. tuberculosis H37Rv growth inhibition, 7H9 media; higher % means a stronger effect; 330,000 compounds, 0.59% hits; one-dose inhibition, % at 25 µM; IC50 in µM for titrated hits; in the data active means a potency from the dose series; inconclusive means inhibition above about 70% without an active follow-up result;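 further: bacterial growth assessed after seven days of incubation; strong numbers were not always called active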
# PhoP GFP inhibition – Inhibition of PhoP regulon, Salmonella typhi GFP reporter cells, confirmation, 4 h (AID 1850). 310,000 compounds, 0.33% hits. Salmonella Typhi PhoP-promoter GFP reporter, fluorescence, 4 h; higher % means a stronger effect. inhibition, % at 50 µM; hits with a dose series show IC50 in µM; in the data active means a potency from the dose series; inconclusive means inhibition mostly from about 25% at the one dose, without a potency; inactive means the rest, 99 in 100 with inhibition below about 19%;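 further: 0% = induced wells with vehicle and 100% = uninduced wells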
# VEEV TC-83 Vero – inhibitors of VEEV TC-83 cytopathic effect, confirmation, Vero cells (AID 588727). Vero cells, VEEV TC-83 cytopathic effect inhibition; higher % means a stronger effect. inhibition, % at 20 µM; hits with a dose series show IC50 in µM. 350,000 compounds, 0.13% hits; in the data active means a potency from the dose series; inconclusive means inhibition mostly from about 14% at the one dose, without a potency; inactive means the rest, 99 in 100 with inhibition below about 12%; further: strong numbers were not always called active
# VEEV TC-83 Vero 10K pilot screen – also measured in VEEV TC-83 Vero; calls as there; inhibition, %; measured here: 10K pilot screen inhibition
# * = called active by the depositor; i = inactive; ? = inconclusive; nt = no result given.
SMILES,influenza NS1A,M. tuberculosis,M. tuberculosis HTS,PhoP GFP inhibition,VEEV TC-83 Vero,others
O=C(CC1SC(=O)NC1=O)Oc1ccc(/C=N/NC(=O)c2ccccc2O)cc1 (stereo not drawn),10.4%,31.6%,1.4%,5.4%,0.5%,
COc1ccc(NC(=O)CN(C)C(C)C(=O)N2CCCCC2)cc1 (stereo not drawn),-13.9%,4.1%,1.0%,-2.3%,1.4%,
CCn1c(SCC(=O)NCc2ccco2)nnc1C(C)C,0.8%,-3.9%,1.9%,-5.6%,0.1%,
O=C(NCc1cccnc1)c1ccc(Cl)cc1[N+](=O)[O-],-9.0%,5.1%,-3.7%,10.0%,i,
COc1ccc(/C(C)=N/N=C(N)N)c(O)c1,-11.1%,-0.5%,-10.0%,-8.7%,0.3%,
CC(C)C(C)NC(=O)COn1nnc2ccc(S(=O)(=O)N3CCOCC3)cc21 (stereo not drawn),0.0%,-6.2%,4.2%,nt,2.3%,
CCOC(=O)c1ccc(NC(=O)c2cn(CCC#N)nc2-c2ccc3c(c2)OCCO3)cc1,-3.7%,0.8%,-8.5%,0.4%,13.3%,
COC(=O)c1cccc(NC(=O)CN2CCC(NC(=O)c3cc(OC)c(OC)c(OC)c3)CC2)c1,15.9%,56.9%,59.6%,-4.7%,3.3%,
O=C(Cn1nc(C(F)(F)F)c2c1CCCC2)NC1CCCC1,5.2%,-13.3%,-9.9%,-4.1%,i,
Cc1ccccc1NC(=S)N1CCCCCC1,-12.9%,-6.0%,-0.6%,-3.9%,1.3%,
O=C(CSc1ncnc2ccccc12)NCC(=O)c1ccccc1,-0.3%,11.5%,1.9%,8.9%,1.8%,
CCCOc1ccccc1OCC(=O)N1CCN(S(=O)(=O)c2ccc(Cl)cc2)CC1,-11.8%,26.8%,3.3%,nt,i,
Cc1ccc(NC(=O)c2cccc(NC(=O)CC3SC(N4CCCCC4)=NC3=O)c2)nc1 (stereo not drawn),-10.9%,3.1%,9.3%,13.2%,9.7%,
O=C(NC1CCCCC1)Oc1cc2oc(=O)sc2cc1Br,-20.7%,40.0%,-0.3%,9.3%,0.1%,
C=C1SC(=Nc2ccccc2Cl)N(C(=O)c2sc3ccccc3c2Cl)C12CCCCC2,nt,30.3%,8.6%,9.1%,nt,
NC(=O)c1ccsc1NC(=O)C1CCCCC1,-0.3%,nt,2.5%,8.4%,5.5%,
CCOc1ccc(NC(=O)CN(C)C(=O)c2ccncc2)cc1OCC,0.9%,-3.8%,-0.3%,-3.2%,2.6%,
CCCCn1c(N)c(N(CC(C)C)C(=O)CSc2ccc([N+](=O)[O-])cc2)c(=O)[nH]c1=O,1.7%,23.1%,-8.2%,8.0%,3.5%,
Cc1ccc(Sc2nc(C)c([N+](=O)[O-])c(C)c2C#N)cc1,nt,21.7%,5.1%,-1.3%,3.2%,
CCOc1ccc(CCNC(=O)C2CC(=O)N(CCc3ccc(OC)c(OC)c3)C2)cc1OCC (stereo not drawn),10.9%,-0.1%,-0.8%,1.5%,i,
N#Cc1cnc(Oc2ccc(Cl)cc2)nc1N,-9.1%,-14.7%,2.1%,-12.7%,i,
Cc1ccc(S(=O)(=O)NCC(=O)NNC(=O)c2ccc(Br)cc2)cc1C,-27.6%,15.6%,-11.0%,nt,3.4%,
C/C(=N\NC(=O)Cc1c(Cl)cccc1Cl)c1cccnc1,-6.8%,-19.9%,-5.0%,-0.6%,1.3%,
O=C(Cn1cccc1C(=O)c1ccccc1)NCc1cccs1,-0.9%,-6.5%,4.0%,6.1%,0.2%,
CCOC(=O)c1nnn(-c2nonc2N)c1CN(CC)c1ccccc1,-4.6%,3.0%,-6.7%,-12.8%,4.2%,
S=C(NCc1cccnc1)c1ccccc1,-0.8%,-8.1%,1.7%,0.3%,i,
CN(C)CCCN1C(=O)C(=O)/C(=C(/O)c2ccncc2)C1c1cccc(Br)c1 (stereo not drawn),11.5%,-0.1%,-2.8%,-14.8%,0.4%,
Brc1cccc(CN2CCCCCC2)c1,-15.1%,5.5%,3.0%,-4.3%,i,
C=CCN1CC(c2nc3ccccc3n2Cc2ccccc2)CC1=O (stereo not drawn),1.1%,3.6%,5.4%,-1.8%,i,VEEV TC-83 Vero 10K pilot screen=0.0
CC(C)c1nccn1S(=O)(=O)c1cccc([N+](=O)[O-])c1,24.5%,7.9%,-2.2%,1.1%,i,

# Not a retest: entries from further up.
SMILES,influenza NS1A,M. tuberculosis,M. tuberculosis HTS,PhoP GFP inhibition,VEEV TC-83 Vero,others
Brc1cccc(CN2CCCCCC2)c1,-15.1%,5.5%,3.0%,-4.3%,i,
C=CCN1CC(c2nc3ccccc3n2Cc2ccccc2)CC1=O (stereo not drawn),1.1%,3.6%,5.4%,-1.8%,i,VEEV TC-83 Vero 10K pilot screen=0.0
CC(C)c1nccn1S(=O)(=O)c1cccc([N+](=O)[O-])c1,24.5%,7.9%,-2.2%,1.1%,i,

# Remaining list, next part.
SMILES,influenza NS1A,M. tuberculosis,M. tuberculosis HTS,PhoP GFP inhibition,VEEV TC-83 Vero,others
CC1CC2(C)C(CCC3C2CCC2(C)C(OP(=O)(N4CC4)N4CC4)CCC32)CC1=O (stereo not drawn),1.9%,nt,nt,nt,i,
O=C(Cc1cccs1)N[C@@H]1c2ccccc2CC[C@@H]1OCc1ccccc1,-4.0%,nt,nt,nt,1.9%,
COc1ccc2c(c1)OC[C@H]1[C@H]2N2C(=O)c3cc(Br)ccc3NC(=O)[C@@]2(C)[C@H]1c1ccccc1,-0.3%,78.8%,?,4.7%,1.1%,
O=C(Nc1cccc(Cl)c1)Nc1nccs1,-3.6%,18.6%,2.8%,40µM*,i,
Cc1cccc(-n2nnc(C(=O)NCc3ccccc3)c2N)c1,12.7%,13.2%,-8.1%,1.2%,3.8%,
CCCCOc1ccc(-c2nnn(CC(=O)NCCc3c[nH]c4ccccc34)n2)cc1,1.5%,11.4%,-6.0%,3.4%,1.6%,
O=C(NCc1ccc(Cl)cc1)c1ncn[nH]1,-5.9%,22.5%,-3.3%,-17.8%,0.4%,
COc1ccc(B(O)O)c(CN2CCN(C(=O)OC(C)(C)C)CC2)c1,-8.2%,nt,nt,nt,i,
O=C(c1ccco1)N1CCN(C(=O)c2cccc3c2C(=O)N(Cc2cccnc2)C3)CC1,2.7%,3.3%,-1.8%,0.2%,0.1%,VEEV TC-83 Vero 10K pilot screen=0.3
CCCn1c(CCC(=O)O)ccc1-c1cccs1,-1.2%,8.1%,-6.2%,9.4%,i,
C=CCNC(=O)COC(=O)CCC(=O)c1cccs1,-8.3%,-2.1%,-11.5%,1.5%,0.3%,
O=C(COc1ccccc1)NC(NC(=S)Nc1ccccc1C(=O)O)C(Cl)(Cl)Cl (stereo not drawn),6.5%,?,-2.5%,-9.2%,0.4%,
CCC1(CC)NC(=O)N(CC(=O)Nc2ccc(C)cc2C)C1=O,-8.9%,-6.6%,-7.5%,nt,1.9%,
Cc1ccc(/C(O)=C2\C(=O)C(=O)N(C)C2c2ccc(Br)cc2)cc1 (stereo not drawn),-2.5%,35.8%,-8.7%,8.6%,0.8%,
O=C(Nc1ccc2sccc2c1)c1cccc(N2C(=O)CCC2=O)c1,9.3%,-9.6%,-2.8%,9.3%,1.2%,
COC(=O)C(NC(=O)c1ccco1)(Nc1nc(C2CC2)cs1)C(F)(F)F (stereo not drawn),-8.4%,-4.8%,0.1%,-8.6%,0.7%,
Cc1ccc(NS(=O)(=O)c2ccc3c(c2)NC(=O)CCS3)c(Br)c1,7.6%,12.0%,4.9%,1.1%,4.7%,
Nc1ncnc(Nc2cccc(F)c2)n1,-20.2%,-6.3%,5.6%,0.5%,2.6%,
Cc1cc(C(=O)Cn2nc(C(=O)O)c3ccccc3c2=O)c(C)n1-c1ccc(F)cc1,1.7%,37.8%,7.3%,0.1%,4.4%,
CCCCn1c(SCC(=O)N2CCCC2=O)nc2cc(S(N)(=O)=O)ccc21,-4.8%,-14.8%,-15.9%,nt,2.0%,

# Ordered by number of heavy atoms (descending): 5 of the compounds above.
SMILES,influenza NS1A,M. tuberculosis,M. tuberculosis HTS,PhoP GFP inhibition,VEEV TC-83 Vero,others
O=C(COc1ccccc1)NC(NC(=S)Nc1ccccc1C(=O)O)C(Cl)(Cl)Cl (stereo not drawn),6.5%,?,-2.5%,-9.2%,0.4%,
Cc1ccc(NS(=O)(=O)c2ccc3c(c2)NC(=O)CCS3)c(Br)c1,7.6%,12.0%,4.9%,1.1%,4.7%,
CCC1(CC)NC(=O)N(CC(=O)Nc2ccc(C)cc2C)C1=O,-8.9%,-6.6%,-7.5%,nt,1.9%,
C=CCNC(=O)COC(=O)CCC(=O)c1cccs1,-8.3%,-2.1%,-11.5%,1.5%,0.3%,
Nc1ncnc(Nc2cccc(F)c2)n1,-20.2%,-6.3%,5.6%,0.5%,2.6%,

# Carrying on.
SMILES,influenza NS1A,M. tuberculosis,M. tuberculosis HTS,PhoP GFP inhibition,VEEV TC-83 Vero,others
S=C(NCc1ccccc1Cl)NC1CCCC1,-9.0%,74.9%,2.5%,-3.6%,i,VEEV TC-83 Vero 10K pilot screen=0.0
Cc1ccc(CCNS(=O)(=O)c2ccc3c(c2)NC(=O)C(C)C(=O)N3)cc1 (stereo not drawn),4.9%,23.6%,-10.3%,-5.9%,1.4%,VEEV TC-83 Vero 10K pilot screen=0.0
O=C(CC1C(=O)NCCN1CC1CCCCC1)NCc1cc(F)ccc1F (stereo not drawn),12.9%,11.4%,-21.4%,4.0%,2.0%,
COc1cccc(/C=C2\Oc3cc(OCC(=O)N4CCCC4)ccc3C2=O)c1OC,2.3%,21.0%,5.0%,1.4%,7.5%,
CCOc1ccccc1NC(=O)C1=C(C)NC(=O)NC1c1cccc(OC)c1OC (stereo not drawn),6.4%,6.9%,-9.5%,-6.8%,0.4%,
Cc1ccc2cc(C)c(SCC#N)nc2c1,-5.3%,17.1%,8.8%,-0.4%,2.2%,
CCCN1C(=O)/C(=C/c2c(NCCCOC(C)C)nc3c(C)cccn3c2=O)SC1=S,-6.3%,4.6%,-3.5%,-9.3%,1.2%,
COCCn1c(CN2CCN(C)CC2)nc2c1c(=O)n(C)c(=O)n2C,20.6%,nt,nt,nt,3.8%,
S=C(NCCCc1ccccc1)Nc1ccc(Cl)cc1,-5.0%,?,?,-0.5%,i,
CN(C)S(=O)(=O)c1cccc(C(=O)Nc2ccccc2)c1,-0.9%,-13.4%,0.4%,-1.5%,4.6%,
Cc1cc(C)c(NC(=O)C2CSCCS2)c(C)c1 (stereo not drawn),4.2%,-17.0%,57.5%,10.7%,0.9%,
CC1CCCCC1NC(=O)c1cc(=O)[nH]c2ccccc12 (stereo not drawn),-12.9%,-8.8%,-4.1%,-5.8%,3.9%,
Cc1ccc(C(=O)NC2CCS(=O)(=O)C2)cc1S(=O)(=O)N1CCCC1 (stereo not drawn),-8.4%,2.7%,-2.2%,-6.3%,2.3%,
CC(=O)N1CCN(S(=O)(=O)c2cccc(C(=O)OCN3C(=O)c4ccccc4C3=O)c2)CC1,-5.3%,-3.1%,2.8%,-0.9%,1.6%,
COc1ccccc1NC(=O)c1cc2c(cc1Cl)N1CCCCCC1=NS2(=O)=O,-9.4%,-9.8%,4.2%,nt,2.5%,
COc1ccc(CNC(=O)c2cccs2)cc1,-27.0%,77.1%,5.0%,1.1%,i,
COc1ccc(CNC(=O)CN(Cc2ccc(OC)cc2)C(=O)CCC(=O)Nc2ccccn2)cc1,13.4%,5.8%,-1.5%,6.3%,i,
COc1ccc(OC)c(-n2cnc3cc(C(=O)NCCCN4CCOCC4)ccc32)c1,0.7%,-8.4%,0.7%,15.6%,i,
Cc1ccccc1CN(C)CC(=O)Nc1ccccc1Oc1ccccc1,14.0%,10.8%,18.1%,-0.7%,0.2%,
C/C(CCC1CC(C)OC1=O)=N/Nc1nc(-c2ccccc2)cs1 (stereo not drawn),24.2%,-0.6%,-12.0%,1.3%,6.3%,
C(=N\N1CCOCC1)/c1nc(-c2ccccc2)n2ccccc12,5.6%,-21.7%,-0.8%,4.4%,0.1%,
CCOC(=O)CSc1nc(COc2ccccc2)nc2ccccc12,-6.6%,55.5%,12.6%,5.7%,0.1%,
CC(C)NC(=O)CSc1nnc(-c2ccc(S(=O)(=O)N3CCCC3)cc2)n1CC1CCCO1 (stereo not drawn),3.2%,0.2%,-3.3%,-8.6%,4.8%,
COc1ccccc1C1Nc2ccccc2NC2=C1C(=O)CC(C)(C)C2 (stereo not drawn),-21.2%,-5.6%,-1.4%,-9.9%,0.7%,
CCOc1cc(NC(=O)c2ccco2)c(OCC)cc1NC(=O)Cc1ccc(OC)c(OC)c1,13.7%,1.1%,6.1%,-5.3%,4.6%,
Cc1nn(-c2ccccc2)c(N2CCCC2)c1/C=N/n1cnc2scc(-c3ccccc3)c2c1=O,2.2%,11.9%,3.8%,-0.9%,11.4%,
